# TNAP act mid DEA = activates human TNAP at intermediate phosphate acceptor concentration | P05186 | purified TNAP, CDP-star luminescence, 100 mM DEA, 30 min; active compounds read high; scale: 0 levamisole-inhibited, 1 vehicle-only enzyme | activation factor at 20 µM | 64,000 tested, under 10 active | AID 813;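 active = activation factor of at least 2 at 20 µM, relative to controls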
# M1 ag = M1 muscarinic receptor agonism. CHO-M1 cells, Fluo-4 calcium fluorescence, agonist mode; active compounds read high. B-score at 10 µM. 3% of 64,000 active;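 active = fluorescence rise, raw or as B-score row- and column-corrected plate score, outside the 99.7% band of its plate's samples, either direction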
# tolC growth inh = growth inhibitors of E. coli BW25113 tolC mutant | OD615 | growth inhibition, % at 10 µM (by protocol) | 2.2% of 65,000 active | AID 573;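 active = growth inhibition at or above a cutoff equal to the mean over every tested compound plus 3 SD, cut at about 60% in these data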;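 note: growth measured after 20 h incubation at 37 °C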
#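 Material: E. coli BW25113 ΔtolC::kan, tolC deletion mutant strain. Measure: percent growth inhibition. Schedule: 37 °C, 20 h exposure. Doses: single-point testing at 10 µM. Signal: A615 absorbance measurement. Buffer or medium: kanamycin-containing LB broth (50 µg/mL).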
# Ec RNAP inh = inhibitors of Escherichia coli RNA polymerase. P0A8V2. E. coli RNA polymerase, fluorescence transcription assay. inhibition, %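 (tested at 10 µM)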. 0.2% of 62,000 active. AID 559; in the data active = inhibition above about 20%;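 note: 0% = enzyme without compound and 100% = no enzyme blank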
# Target sequence (P0A8V2 whole entry, looked up): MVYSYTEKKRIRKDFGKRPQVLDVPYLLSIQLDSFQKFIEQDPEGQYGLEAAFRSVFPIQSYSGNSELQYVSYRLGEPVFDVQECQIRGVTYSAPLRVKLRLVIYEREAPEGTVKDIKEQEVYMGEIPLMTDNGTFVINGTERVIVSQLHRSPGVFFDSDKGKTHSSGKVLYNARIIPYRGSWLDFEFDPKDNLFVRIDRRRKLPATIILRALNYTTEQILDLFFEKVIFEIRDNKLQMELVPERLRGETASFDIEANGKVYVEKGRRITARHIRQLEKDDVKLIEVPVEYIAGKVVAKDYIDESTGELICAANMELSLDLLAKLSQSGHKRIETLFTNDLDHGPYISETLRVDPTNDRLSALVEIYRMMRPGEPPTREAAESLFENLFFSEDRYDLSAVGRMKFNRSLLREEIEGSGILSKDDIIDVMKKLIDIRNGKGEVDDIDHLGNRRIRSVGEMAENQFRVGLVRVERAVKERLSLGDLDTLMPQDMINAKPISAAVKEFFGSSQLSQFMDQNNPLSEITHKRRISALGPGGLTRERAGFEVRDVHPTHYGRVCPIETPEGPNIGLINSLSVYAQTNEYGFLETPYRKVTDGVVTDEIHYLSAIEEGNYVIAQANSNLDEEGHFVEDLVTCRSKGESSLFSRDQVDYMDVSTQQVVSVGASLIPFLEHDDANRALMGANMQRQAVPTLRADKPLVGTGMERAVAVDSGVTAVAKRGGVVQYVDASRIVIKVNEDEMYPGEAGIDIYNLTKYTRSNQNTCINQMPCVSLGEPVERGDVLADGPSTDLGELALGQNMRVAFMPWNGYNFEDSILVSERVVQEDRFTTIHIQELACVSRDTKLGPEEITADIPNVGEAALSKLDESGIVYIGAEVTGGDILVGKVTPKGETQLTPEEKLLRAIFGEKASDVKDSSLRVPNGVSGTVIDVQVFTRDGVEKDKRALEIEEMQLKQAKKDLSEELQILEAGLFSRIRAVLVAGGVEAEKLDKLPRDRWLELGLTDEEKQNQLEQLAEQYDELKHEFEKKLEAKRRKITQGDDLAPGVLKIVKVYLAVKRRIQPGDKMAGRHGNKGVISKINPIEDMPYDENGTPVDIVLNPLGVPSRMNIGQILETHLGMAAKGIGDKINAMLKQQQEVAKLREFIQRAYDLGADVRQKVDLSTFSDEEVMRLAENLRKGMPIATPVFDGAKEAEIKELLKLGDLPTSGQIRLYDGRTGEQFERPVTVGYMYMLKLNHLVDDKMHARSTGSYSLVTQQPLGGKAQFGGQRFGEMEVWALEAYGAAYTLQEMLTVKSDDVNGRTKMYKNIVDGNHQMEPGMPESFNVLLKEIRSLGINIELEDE
# RORA act = activates the human nuclear receptor RORA; P35398; CHO-K1 Gal4-RORA LBD luciferase reporter, luminescence; percent increase over mock-subtracted basal signal; activation, % at 10 µM; 1.5% of 65,000 active; AID 560;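 active = activation above the mean of all tested compounds plus 3 SD, cut at about 49% in these data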;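 note: 0% = DMSO-treated RORA cells and 100% = added signal equal to DMSO minus mock-transfected cells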
# Fluor 339 460 = intrinsic fluorescence of library compounds, ex339/em460 – biochemical, MLSMR library, data from DPM-DC assay, artefact control, profiling panel. compound autofluorescence, ex339/em460 nm, NADH buffer; active compounds read high; 1 = no-compound wells, NADH background. fluorescence fold increase at 10 µM. 5.5% of 65,000 active. AID 709;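 active = at 10 µM, mean starting fluorescence two-fold or more over control wells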;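 note: signal is the first read of a kinetic run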
# SF1 activator = activators of human nuclear receptor SF-1 | CHO-K1 Gal4-SF-1 LBD luciferase reporter; % increase over DMSO SF-1-specific signal | activation, % at 10 µM | 1.9% of 65,000 active;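 active = activation above the mean activation of all tested compounds plus 3 SD, cut at about 50% in these data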
#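 Material: Transient Gal4-SF-1 LBD reporter, CHO-K1 | Input: 4,000 cells/well | Dosing: One dose, 10 µM compound, 1% DMSO | Incubation: 20 h compound treatment, 37 °C | Detection: SteadyLite luciferase luminescence | Evaluation: Percent activation relative to DMSO median and mock-transfected background | Benchmarks: DMSO-treated SF-1-transfected cells as negative, DMSO-treated mock-transfected cells lacking SF-1 as background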
# M1 antagonist = blocks the rat M1 muscarinic receptor response to acetylcholine | P08482 | CHO-M1 cells, Fluo-4 calcium, ACh EC80 antagonist mode; active compounds read low | B-score at 10 µM | 3.4% of 64,000 active | AID 628;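 active = calcium fluorescence response, raw or row-and-column corrected B-score, differing from the plate sample mean either way at a set confidence level, mostly lower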
# NADH enzymes = inhibitors of enzymes used to reach an NAD/NADH endpoint. coupled PK/LDH NADH assays, four targets. IC50, µM (titrated, usually from 10 µM), for the others: at the highest dose inhibition. 0.02% of 65,000 active;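 active = single-dose screening hits from any of four coupled enzyme assays that gave an IC50 when retested across doses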;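 note: the DPM-DC format reads NADH fluorescence rather than 340 nm absorbance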
# Numbers without * were called inactive; x = not tested or not shown; [ ] = another dose, or the depositor's remark.
SMILES,TNAP act mid DEA,M1 ag,tolC growth inh,Ec RNAP inh,RORA act,Fluor 339 460,SF1 activator,M1 antagonist,NADH enzymes
COc1ccc(CCN2C(=O)CC(Sc3ncccc3C(=O)O)C2=O)cc1OC (stereo not drawn),0.9,0.37,-2,1,1,1.1,-9,-2.4*,5%
O=C(NCc1ccco1)c1cc(-c2ccc3c(c2)OCO3)on1,1,0.46,-4,10,51*,1.1,43,0.54,3%
CC(=O)Nc1ccc(S(=O)(=O)n2nc(C)cc2C)cc1,0.9,0.016,-16,14,4,1,13,0.55,4%
CCOc1ccc(N=C2NC(=O)C(CC(=O)O)S2)cc1 (stereo not drawn),0.9,-0.15,-22,7,6,1.1,-5,1.3,7%
Cc1sc2nc(-c3ccco3)oc(=O)c2c1C,0.9,0.002,12,5,5,1.1,1,-0.49,1%
CN(Cc1cnn(C)c1)C(=O)c1cc2ccccc2oc1=O,0.9,0.46,-8,2,-5,1.1,-5,-0.67,2%
CC(C)(C)c1ccc2c(c1)OCC(C(=O)O)O2 (stereo not drawn),0.9,1.8,6,0,-19,1,6,-0.12,6%
Cc1cc(N2CCOCC2)nc2ccc(NC(=O)CCC(=O)N3CCCC(C)C3)cc12 (stereo not drawn),0.9,-0.7,13,-6,-5,4.8*,10,-0.048,7%[fluoresces]
CCn1c(SC)nnc1-c1sc2cc(Cl)ccc2c1Cl,1,-0.01,77*,11,-10,1.1,-16,-2.1,6%
Cc1ccc2nc(NC(=O)C3CCCN(S(=O)(=O)c4cnc[nH]4)C3)sc2c1 (stereo not drawn),0.9,-1.3,29,-4,54*,1,26,0.51,3%
COC(=O)c1ccccc1NC(=O)CN1CCC(NC(=O)c2ccc(C)cc2)CC1,1,-1.1,2,3,4,1.2,15,0.66,2%
CCN(CC)CCCNC(=O)c1nn(-c2ccccc2OC)c(=O)c2ccccc12,0.9,0.078,-12,-1,-15,1.1,-4,-0.032,2%

# New compounds follow.
SMILES,TNAP act mid DEA,M1 ag,tolC growth inh,Ec RNAP inh,RORA act,Fluor 339 460,SF1 activator,M1 antagonist,NADH enzymes
CC1CCc2sc3nc(NCc4ccco4)n4ncnc4c3c2C1 (stereo not drawn),0.9,-0.88,36,0,23,1.2,-3,-0.3,5%
CC1(C)CC(=O)C2=C(C1)OC(N)=C(C#N)C2CCc1ccccc1 (stereo not drawn),x,0.27,1,x,-20,1.1,-10,0.92,8%
Cc1nc2sccn2c(=O)c1CCN1CCC(=C(c2ccc(F)cc2)c2ccc(F)cc2)CC1,0.8,-0.015,15,8,0,1.1,2,-5.1*,2%
CCCc1nc2n[nH]c(N)c2c2c1CCCC2,0.9,-0.45,11,-5,-4,1.1,4,0.043,6%
COc1ccc(C(=O)OC(C)CN2CCOCC2)cc1OC (stereo not drawn),1,0.37,-3,-10,-2,1.1,-16,0.54,9%
Nc1cc(OC(=O)c2cccs2)nn1S(=O)(=O)c1ccc(F)cc1,1,0.47,0,13,0,1.1,11,1.2,1%
CC(C)CN(C(=O)COC(=O)Cc1c[nH]c2ccccc12)C1CCS(=O)(=O)C1 (stereo not drawn),0.9,-0.85,-6,x,3,1,17,0.37,4%
CCCCNC(=O)c1ccccc1NS(=O)(=O)c1ccc2c(c1)OCCO2,0.8,0.21,16,16,0,1.3,3,-0.41,9%
CC1(C)CC(=O)C2=C(C1)Oc1ncn(CCO)c(=N)c1C2c1ccccc1 (stereo not drawn),0.9,-0.035,-17,3,5,1.2,2,0.25,3%
Cc1ccsc1C(C(=O)NC1CCCCC1)N(C(=O)c1csnn1)C1CC1 (stereo not drawn),0.9,-0.47,-7,11,-1,1,2,0.11,8%
COc1ccc(N2CCN(S(=O)(=O)c3ccc(OC)cc3)CC2)cc1,0.9,x,0,1,-27,1.9,3,x,12%
CCC(OC(=O)CCc1nc2ccccc2[nH]c1=O)C(=O)c1ccccc1 (stereo not drawn),0.9,-0.074,18,4,-17,1.5,-6,0.06,6%

# (next part)
SMILES,TNAP act mid DEA,M1 ag,tolC growth inh,Ec RNAP inh,RORA act,Fluor 339 460,SF1 activator,M1 antagonist,NADH enzymes
COc1ccc(OCC(=O)N2CCN(C(=O)c3cccc4ccccc34)CC2)cc1,1,1.2,4,4,-16,1.1,-1,1.4,5%
CCCCC(=O)NC1(C(F)(F)F)C(=O)N(Cc2ccco2)C(C)=C1C(=O)OC (stereo not drawn),1.1,0.5,-5,6,-6,1.1,1,0.24,3%
Cc1ccc(Cn2ccc(NC(=O)c3noc4c3CCCCC4)n2)cc1,0.8,-1,28,11,23,1.1,13,-0.2,7%
CCC(C)NC(=O)C(NS(=O)(=O)c1ccc2c(c1)c(=O)n(C)c(=O)n2C)c1ccccc1 (stereo not drawn),1,0.39,-3,1,-6,1.1,-15,0.0089,2%
O=C(NCCN1CCN(c2ccccc2)CC1)c1ccc(NC(=O)C2CCCO2)cc1 (stereo not drawn),0.8,-0.18,-2,2,7,1,-10,1.8,1%
CCOC(=O)Cc1csc(NC(=O)c2csc(C)c2)n1,1,-0.71,14,2,2,1.1,17,0.48,9%
Cc1ccc(OCCCCn2ccnc2)c(Cl)c1,0.9,0.97,23,12,3,1.1,12,-0.15,2%
CCOC(=O)c1ccc(NC(=O)c2nn(C)cc2Br)cc1,0.9,-0.022,-5,4,76*,1.1,47,-1.2,5%
COc1cccc(OCc2nnc(SCC(=O)NCc3ccco3)n2CCc2ccccc2)c1,0.9,0.21,37,-5,-16,1.1,-1,-0.35,2%
COc1cccc(NC(=O)Cc2nnc(SCC(=O)c3ccccc3)n2C)c1,0.8,-0.8,-6,5,-4,1,-24,-0.075,4%
CCCCn1c(SCc2nnc(-c3ccccc3)o2)nc2c1c(=O)n(C)c(=O)n2C,0.9,3*,27,2,-6,1.1,-6,-0.32,5%
CCn1nc(C)c(NC(=O)CSc2nnc(-c3ccco3)n2C)c1C,0.9,-0.36,-15,6,-4,1.1,13,-0.38,7%

# The list goes on:
SMILES,TNAP act mid DEA,M1 ag,tolC growth inh,Ec RNAP inh,RORA act,Fluor 339 460,SF1 activator,M1 antagonist,NADH enzymes
Cc1ccc(SCCCCN2C(=O)NC(C)(C)C2=O)cc1,0.8,0.76,6,3,11,1.1,13,-2.1*,1%
Cn1c(=O)[nH]c(=O)c2c1nc(N1CCCCC1)n2CCSc1nc2ccccc2o1,0.9,0.096,-1,4,14,1.1,3,1.5,0%
CCOC(=O)c1ccc(N2C(=O)C(O)=C(C(C)=O)C2c2ccccn2)cc1 (stereo not drawn),0.9,0.55,20,6,-12,1.1,-2,-0.0099,6%
O=S(=O)(NCc1ccco1)N1CCCCCC1,1,-0.93,-9,2,29,1.1,-2,0.68,5%
Cc1cccc(-n2ncc3c(N4CCC5(CC4)OCCO5)ncnc32)c1,0.8,-0.76,-12,7,49*,1.1,98*,-0.042,3%
CC(C)NC(=O)c1n[nH]c(=O)c2ccccc12,1,-0.17,10,3,1,1.2,6,0.39,0%
COC(=O)Cn1nc(-c2ccccc2)n(-c2ccccc2)c1=S,1,-0.18,-3,0,13,1.1,4,-0.16,4%
CCC(=O)Nc1nnc(CSCc2ccccc2)s1,0.9,-0.32,-5,6,-14,1.1,-8,-0.0018,2%
Cn1nnnc1SCC(=O)c1c(N)n(C)c(=O)n(C)c1=O,1,0.21,-13,6,10,1,-7,-0.25,7%
Cc1cc(C)nc(Sc2c(C)n[nH]c2C)n1,0.9,-1.1,-18,4,-19,1.1,0,-1.2,2%
COc1ccccc1CNC(=O)CCNC(=O)Cn1ccc2ccccc2c1=O,0.9,0.86,4,5,5,1.1,4,0.16,1%
COC(=O)c1ccc(C(=O)OC)c(N)c1,0.9,-0.51,-12,-25,-20,4*,2,-0.12,3%[fluoresces]

# At a glance, four of the compounds above.
SMILES,TNAP act mid DEA,M1 ag,tolC growth inh,Ec RNAP inh,RORA act,Fluor 339 460,SF1 activator,M1 antagonist,NADH enzymes
Cn1nnnc1SCC(=O)c1c(N)n(C)c(=O)n(C)c1=O,1,0.21,-13,6,10,1,-7,-0.25,7%
Cc1cc(C)nc(Sc2c(C)n[nH]c2C)n1,0.9,-1.1,-18,4,-19,1.1,0,-1.2,2%
COc1ccccc1CNC(=O)CCNC(=O)Cn1ccc2ccccc2c1=O,0.9,0.86,4,5,5,1.1,4,0.16,1%
COC(=O)c1ccc(C(=O)OC)c(N)c1,0.9,-0.51,-12,-25,-20,4*,2,-0.12,3%[fluoresces]

# Carrying on.
SMILES,TNAP act mid DEA,M1 ag,tolC growth inh,Ec RNAP inh,RORA act,Fluor 339 460,SF1 activator,M1 antagonist,NADH enzymes
NC(=O)c1oc2ccc(Cl)cc2c1NC(=O)CN1CCOCC1,0.9,-0.011,x,11,-32,1.1,-36,1.2,1%
COc1cc(C(=O)N2CCCC(c3nc(-c4cccs4)no3)C2)cc(OC)c1OC (stereo not drawn),1,1.9,7,-17,-8,1.1,-13,0.47,3%
Cc1cc(NC(=O)CSc2nnc(-c3ccoc3C)o2)no1,1,-3.7*,-3,6,-5,1.1,-10,0.39,4%
COc1cccc(-c2nnc(NC(=O)c3ccccc3Br)o2)c1,0.8,-0.59,72*,9,4,1,11,-0.66,5%
O=C(NCCC1=CCCCC1)C1CC(=O)N(C2CCCCC2)C1 (stereo not drawn),0.9,-0.26,-4,3,-10,1.1,-4,0.43,4%
CCOC(=O)C(C)Sc1nnc(Cn2c(=O)sc3ccccc32)n1-c1ccccc1 (stereo not drawn),0.8,0.4,12,-3,-30,1.1,18,0.23,1%
O=C(O)CCN1C(=O)c2ccccc2C1=O,0.9,0.088,-14,6,-10,1.1,13,1,2%
c1csc(CCNc2ncnc3sc4c(c23)CCC4)c1,0.9,3.9*,60,2,-72,1.1,-76,-1.3*,12%
CCCS(=O)(=O)N1CCC(C(=O)NCCCOCC)CC1,1,1.7,-25,2,6,1.1,-2,0.012,2%
O=C(Nc1ccccc1)c1cccc(-c2nnc(-c3ccccc3)o2)c1,1,-0.26,-7,4,-18,1.2,-63,0.34,1%
COc1ccc(OCc2nn3c(-c4cccc(OC)c4)nnc3s2)cc1,0.8,-0.0011,-12,-7,3,1.1,0,-0.031,6%
Cc1ccc(C(=O)C2=C(O)C(=O)N(CCCN(C)C)C23C(=O)N(C)c2ccccc23)o1 (stereo not drawn),0.9,0.61,-16,4,-18,1.1,-5,-0.0079,8%

# Next part
SMILES,TNAP act mid DEA,M1 ag,tolC growth inh,Ec RNAP inh,RORA act,Fluor 339 460,SF1 activator,M1 antagonist,NADH enzymes
Nc1c(N2CCOCC2)cc(Cl)c2nonc12,0.9,0.42,-3,10,17,1,9,0.65,5%
Nc1c(C(=O)NCc2ccccc2)nnn1Cc1cccc(Cl)c1,0.9,-0.058,14,-1,10,1.1,20,0.43,2%
c1nc(N2CCOCC2)c2c3c(sc2n1)CCCC3,0.9,-0.26,15,12,-5,1.1,-19,-0.091,2%
CCCC(NS(=O)(=O)c1ccc(Br)cc1)C(=O)O (stereo not drawn),1,-0.75,-4,-7,-23,1.1,3,0.014,1%
COc1cccc(NC(=O)c2ccccc2-c2nc(-c3ccc(F)cc3)no2)c1,0.9,0.45,24,5,-12,1.1,-17,-0.18,6%
Cc1cc(NC(=O)CSCCc2ccncc2)no1,1,2.1,-11,1,-13,1,10,1.3,7%
CC(C)Oc1ccc(Cc2c(O)nc(NCCCN(C)C)[nH]c2=O)cc1,1,-1.1,2,6,-12,1.1,-5,0.031,0%
CCCCn1c(SCC(=O)Nc2cccc(OC)c2)nc2ccc(N3CCOCC3)cc2c1=O,0.9,0.63,17,2,12,3.1*,-12,0.63,3%
